Compound activity from PubChem BioAssay.
ALOX12 inhib – blocks human 12-lipoxygenase activity; AID 1452; purified 12-hLO, xylenol orange hydroperoxide absorbance; P18054; Potency, µM (top dose mostly 57.1 µM), for inactives: at the highest dose activity change, negative = inhibition, usual class: inhibitors; 150,000 tested, 0.12% active; active means well fitted inhibition curve with a large enough effect; further: nearly all actives have a fitted effect of over 55% in size; many of its hits are not listed in these tables
Target sequence (P18054 whole entry, looked up): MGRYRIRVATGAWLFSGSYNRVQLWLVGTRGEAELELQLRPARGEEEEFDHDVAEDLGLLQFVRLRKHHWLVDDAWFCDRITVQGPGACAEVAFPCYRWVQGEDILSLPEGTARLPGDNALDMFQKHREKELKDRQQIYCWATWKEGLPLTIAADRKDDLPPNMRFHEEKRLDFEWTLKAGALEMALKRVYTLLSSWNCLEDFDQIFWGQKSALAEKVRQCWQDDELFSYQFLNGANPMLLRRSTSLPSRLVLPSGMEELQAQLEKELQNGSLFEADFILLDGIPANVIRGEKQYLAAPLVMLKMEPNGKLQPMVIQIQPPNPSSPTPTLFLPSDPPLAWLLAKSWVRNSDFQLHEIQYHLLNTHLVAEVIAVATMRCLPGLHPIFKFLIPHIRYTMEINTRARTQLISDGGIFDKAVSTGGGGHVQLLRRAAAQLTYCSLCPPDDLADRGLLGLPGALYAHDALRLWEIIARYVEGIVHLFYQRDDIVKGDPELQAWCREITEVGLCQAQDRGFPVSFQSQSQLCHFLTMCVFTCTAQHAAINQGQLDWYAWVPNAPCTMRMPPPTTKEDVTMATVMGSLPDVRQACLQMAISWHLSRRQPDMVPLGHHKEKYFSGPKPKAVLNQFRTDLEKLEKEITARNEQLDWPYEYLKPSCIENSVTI
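Lipoxygenase turnover measured by absorbance at 573 and 405 nm after Fe-XO development. Human 12hLO 150 nM, arachidonate 40 uM, pH 7.0 Hepes buffer with detergent; 15 min compound preincubation, 30 min reaction.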
Numbers without * were called inactive; & = joins results of further samples; [ ] = another dose, or the depositor's remark. On the % scale 0 is the no-effect control and ±100 the full control effect; potency means the concentration at half of the fitted maximal effect. This is a subset. The share of hits here may be higher or lower than overall.

SMILES	ALOX12 inhib
CCCCC[C@H](O)/C=C/[C@H]1OC(=O)C[C@H](O)[C@@H]1C/C=C\CCCC(=O)O	-4%
CCCCC1=CC2=C(OC(C)=O)C(=O)C(C)(OC(=O)CC)C(=O)C2=CO1 (stereo unspecified)	-6%
O=C(N/N=C/c1ccc(O)cc1O)c1cc(-c2ccccc2)n[nH]1	-5%
COC/C=C/C1=CC2=CC(=O)C(C)(OC(=O)c3cnc4ccccc4n3)C(=O)C2=CN1CCOC (stereo unspecified)	-1%[11.4 µM]
CCCCCCCCCCCCC/C=C/[C@@H](O)[C@H](COP(=O)([O-])OCC[N+](C)(C)C)NC(=O)CCCCCCCCCCCCCCCCC	0%
CC1(OC(=O)c2cccs2)C(=O)C=C2C=C(c3ccc(C#N)cc3)OC=C2C1=O (stereo unspecified)	-5%&-5%
C=CC1=C2C=C(C3CC3)N(CCCN(CC)CC)C=C2C(=O)C(C)(OC(=O)c2ccco2)C1=O (stereo unspecified)	3%[11.4 µM]
C=CCNC(=O)N1CCc2nc(COc3ccccc3)c3c(c2C1)CO[C@@H](C)C3	1%[11.4 µM]
CCCCc1nc2c(c3c1C[C@H](C)OC3)CN(S(=O)(=O)c1ccc(C)cc1)CC2	-3%[11.4 µM]
CCN1C(=O)N[C@@H](c2ccccc2)[C@H](C(C)=O)[C@H]1C	2%[11.4 µM]
c1ccc(-c2nc(-c3cccc4ccccc34)c(Nc3ccc4ccccc4c3)o2)cc1	-1%
COC(=O)C1=C(C(=O)OC)[C@@H]2Nc3ccccc3[C@@]23C[C@@H](C(=O)OC)N(C(=O)c2cccs2)C3=N1	2%[11.4 µM]
CCCCCCCCCCCCCCCC(=O)NC(C)C(=O)O (stereo unspecified)	12%
COC(=O)C1=C(C)N(CCc2cc(OC)c(OC)c(OC)c2)C(=O)N[C@H]1c1ccccc1	6%[11.4 µM]
CCN1C(=O)N[C@@H](c2ccco2)C(C(=O)OC)=C1C	4%[11.4 µM]
Cc1ccc(S(=O)(=O)N2CCc3nc(COc4ccccc4)c4c(c3C2)CO[C@@H](C)C4)cc1	-7%[11.4 µM]
CCCCCCCCCCCCCCC[C@@H](O)[C@H](CO)NC(C)=O	-6%
COC(=O)CCCC1=CC2=C(c3ccccc3)C(=O)C(C)(OC(=O)C3CCCC3)C(=O)C2=CN1CCN1CCOCC1 (stereo unspecified)	1%[11.4 µM]
COC(=O)C1=C(C(=O)OC)[C@@H]2N(C)c3ccc(OC)cc3[C@@]23C[C@@H](C(=O)OC)N(C(=O)CC(C)C)C3=N1	-10%[11.4 µM]
CCOC(=O)N1C2=NC(C(=O)OC)=C(C(=O)OC)[C@@H]3N(C)c4ccccc4[C@]23C[C@H]1C(=O)OC	7%[11.4 µM]
CN1CCN(C(=O)c2ccc(-n3c(=O)c(=O)[nH]c4ccccc43)cc2)CC1	-1%
C[C@H]1Cc2c(COc3ccccc3)nc3c(c2CO1)CN(C(=O)NCCc1c[nH]c2ccccc12)CC3	-1%[11.4 µM]
CC#CCN1c2ccccc2[C@]23C[C@@H](C(=O)OC)N(S(=O)(=O)c4ccc5c(c4)OCCN5C)C2=NC(C(=O)OC)=C(C(=O)OC)[C@H]13	-2%[11.4 µM]
O=C(NCCCN1CCOCC1)c1ccc(-n2c(=O)c(=O)[nH]c3ccccc32)cc1	-1%
O=C(NCCO)c1ccc(-n2c(=O)c(=O)[nH]c3ccccc32)cc1	0%

Five entries drawn at random from the list so far, as already listed:
SMILES	ALOX12 inhib
Cc1ccc(S(=O)(=O)N2CCc3nc(COc4ccccc4)c4c(c3C2)CO[C@@H](C)C4)cc1	-7%[11.4 µM]
O=C(NCCCN1CCOCC1)c1ccc(-n2c(=O)c(=O)[nH]c3ccccc32)cc1	-1%
COC/C=C/C1=CC2=CC(=O)C(C)(OC(=O)c3cnc4ccccc4n3)C(=O)C2=CN1CCOC (stereo unspecified)	-1%[11.4 µM]
c1ccc(-c2nc(-c3cccc4ccccc34)c(Nc3ccc4ccccc4c3)o2)cc1	-1%
CCN1C(=O)N[C@@H](c2ccccc2)[C@H](C(C)=O)[C@H]1C	2%[11.4 µM]

Next part
SMILES	ALOX12 inhib
C[C@]12C[C@@](C)(C=C1/C=C/c1ccc(F)cc1)C(=O)C[C@H]2c1ccc(F)cc1	5%
COC/C=C/C1=CC2=CC(=O)C(C)(OC(=O)c3cnc4ccccc4n3)C(=O)C2=CN1CC1CC1 (stereo unspecified)	-3%[11.4 µM]
CCN(CC)CCCN1C=C2C(=O)C(C)(OC(=O)CCc3ccccc3)C(=O)C=C2C=C1c1ccc(C#N)cc1 (stereo unspecified)	0%[11.4 µM]
CCOC(=O)CCN1CCN(C(=O)c2ccc(-n3c(=O)c(=O)[nH]c4ccccc43)cc2)CC1	-4%
CCN1C(=O)N[C@H](c2ccc(Br)cc2)C(C(=O)OC)=C1C	-10%[11.4 µM]
COc1ccc(-n2nnc3c(SCC(=O)N4CCCc5ccccc54)ncnc32)cc1	2%
CCCCC1=CC2=CC(=O)C(C)(OC(=O)CC)C(=O)C2=CN1CC(C)C (stereo unspecified)	3%[11.4 µM]
CC1(OC(=O)c2ccc(Cl)nc2)C(=O)Cc2cc(-c3ccsc3)ncc2C1=O (stereo unspecified)	0%[11.4 µM]
CC1(OC(=O)C2CCCC2)C(=O)C=C2C=C(c3ccsc3)N(c3cccc(C#N)c3)C=C2C1=O (stereo unspecified)	-25%[11.4 µM]
CN(C)CCCCNC(=O)c1ccc(Cc2nc3ccccc3[nH]2)cc1	0%
CCCCC1=CC2=CC(=O)C(C)(OC(=O)CC)C(=O)C2=CN1CCc1c[nH]c2ccccc12 (stereo unspecified)	-2%[11.4 µM]
Cc1cccc(NS(=O)(=O)c2cc(C(=O)O)ccc2Cl)c1	3%
COCCN1C=C2C(=O)C(C)(OC(=O)CCC(=O)OC)C(=O)C=C2C=C1C1CC1 (stereo unspecified)	-1%[11.4 µM]
COC(=O)C1=C(C(=O)OC)[C@@H]2N(C)c3ccc(OC)cc3[C@@]23C[C@@H](C(=O)OC)N(S(=O)(=O)c2cccs2)C3=N1	-1%[11.4 µM]
NCCC[C@@H](CC(=O)N[C@@H]1CCCC[C@H]1C(=O)N[C@H](CC(=O)N[C@@H](CCC(=O)O)CC(=O)O)Cc1ccccc1)NC(=O)C[C@H](Cc1c[nH]c2ccccc12)NC(=O)[C@@H]1CNCC[C@H]1N	0%
CCCCC/C=C\C\C=C/C=C/C=C/[C@@H](SCC(NC(=O)CCC(N)C(=O)O)C(=O)NCC(=O)O)[C@@H](O)CCCC(=O)O (stereo partly specified)	1%
NCCC[C@@H](CC(=O)N[C@@H]1CCCC[C@H]1C(=O)N[C@H](CC(=O)N[C@@H](CCC(=O)O)CC(=O)O)Cc1c[nH]c2ccccc12)NC(=O)C[C@H](CO)NC(=O)[C@@H]1CCCC[C@H]1N	-2%
COC(=O)C1=C(C(=O)OC)[C@@H]2N(C)c3ccccc3[C@@]23C[C@@H](CO)N(C(=O)C2CCC2)C3=N1	4%[11.4 µM]
CCN(CC)CCCC(C)NC(=O)c1ccc(Cc2nc3ccccc3[nH]2)cc1 (stereo unspecified)	-5%
COc1ccc(N2C=C3C(=O)C(C)(OC(=O)CCc4ccccc4)C(=O)C=C3C=C2c2ccc(C#N)cc2)cc1 (stereo unspecified)	2%[11.4 µM]
CCCCCCCC/C=C\CCCCCCCC(=O)NC(C)C(=O)O (stereo unspecified)	5%
CC(C)(C)OC(=O)NCCCCC1=CC2=CC(=O)C(C)(OC(=O)c3cnc4ccccc4n3)C(=O)C2=CO1 (stereo unspecified)	3%
CCCCCCCCCCCCC(O)C(=O)O (stereo unspecified)	2%
C=CCC(C)(O)C#Cc1ccccc1 (stereo unspecified)	4%
CC(C)C[C@@H](CC(=O)N[C@@H](CCCN)CC(=O)N[C@@H]1CCCC[C@H]1C(=O)N[C@H](CC(=O)N[C@@H](CCC(=O)O)CC(=O)O)Cc1c[nH]c2ccccc12)NC(=O)[C@@H]1CCCC[C@H]1N	-2%
SMILES	ALOX12 inhib
C=CCC(C)(Nc1ccccc1)C(=O)OCC (stereo unspecified)	3%
CCCCC[C@H](O)/C=C/[C@H]1C=CC(=O)[C@@H]1CCCCCCC(=O)O	1%
CCCCCCCCCCCCCCCCCCOC[C@H](COP(=O)([O-])OCC[N+](C)(C)C)OC	7%
CCN(CC)CCCC(C)NC(=O)c1ccc(-n2c(=O)c(=O)[nH]c3ccccc32)cc1 (stereo unspecified)	-6%
COC(=O)CC1c2ccccc2C(Cc2ccc(OC)cc2)=C(C)N1C(=O)OC (stereo unspecified)	2%[11.4 µM]
COC(=O)c1ccccc1S(=O)(=O)N1CCc2nc(-c3ccccc3)c3c(c2C1)CO[C@@H](C)C3	1%[11.4 µM]
COc1ccc(S(=O)(=O)N(C)CC(=O)O)cc1C	2%
CC1(OC(=O)C2CCCC2)C(=O)C=C2C=C(c3ccsc3)N(C3CC3)C=C2C1=O (stereo unspecified)	-2%[11.4 µM]
CCCCC(C)(O)C/C=C/[C@H]1[C@H](O)CC(=O)[C@@H]1CCCCCCC(=O)O (stereo partly specified)	14%
COCCN1C(=O)N[C@@H](CCc2ccccc2)[C@H](C(C)=O)[C@H]1C	1%[11.4 µM]
O=C(c1csc2c1CCCC2)n1cccn1	-4%
CCCCc1nc2c(c3c1C[C@H](C)OC3)CN(C(=O)N[C@@H](C)c1ccccc1)CC2	2%[11.4 µM]
COc1cc(OC)c2c(c1)OC1Cc3cc(OC)c(OC)cc3C2O1 (stereo unspecified)	-1%[11.4 µM]
COC(=O)[C@H]1[C@@H](C)N(Cc2ccccc2)C(=O)N[C@H]1c1cccc(C(F)(F)F)c1	3%[11.4 µM]
COc1cccc(CC(=O)N2CCc3nc(COc4ccccc4)c4c(c3C2)CO[C@@H](C)C4)c1	-3%[11.4 µM]
C=CCN1C=C2C(=O)C(C)(OC(=O)c3ccco3)C(=O)C(C=C)=C2C=C1C1CC1 (stereo unspecified)	-4%[11.4 µM]
COC(=O)N1C(c2ccccc2)=Cc2ccccc2C1C1(C(=O)OC)CCCC1=O (stereo unspecified)	-1%[11.4 µM]
CCOC(=O)CN1C(=O)N[C@@H](CCc2ccccc2)[C@H](C(C)=O)[C@H]1C	4%[11.4 µM]
CC(C)C[C@@H](CC(=O)N[C@@H](CCC(=O)O)CC(=O)O)NC(=O)[C@@H]1CNCC[C@H]1NC(=O)C[C@H](CCCN)NC(=O)C[C@H](CO)NC(=O)[C@@H]1CNCC[C@H]1N	2%
COC(=O)CCCC1=CC2=CC(=O)C(C)(OC(=O)c3cccs3)C(=O)C2=CN1CCc1c[nH]c2ccccc12 (stereo unspecified)	-6%[11.4 µM]
CC/C=C\C/C=C\C/C=C\C/C=C\C/C=C\C/C=C\CCC(=O)NC(C)C(=O)O (stereo unspecified)	0%
CCCCC1=CC2=C(c3ccco3)C(=O)C(C)(OC(=O)c3ccc(OC)cc3)C(=O)C2=CN1C1CCCC1 (stereo unspecified)	4%[11.4 µM]
CC(C)C[C@@H](CC(=O)N[C@@H](CCCN)CC(=O)N[C@@H]1CCNC[C@H]1C(=O)N[C@H](CC(=O)N[C@@H](CCC(=O)O)CC(=O)O)Cc1c[nH]c2ccccc12)NC(=O)[C@@H]1CNCC[C@H]1N	0%
COC(=O)C1(C(C)=O)CC2=CC[C@H]3C(=O)N(c4ccccc4)C(=O)[C@H]3[C@@H]2Cc2ccccc2[C@@H]1C[N+](=O)[O-] (stereo partly specified)	0%
CCCCC/C=C\C/C=C\C[C@H](O)/C=C/C=C\CCCC(=O)O	-3%
SMILES	ALOX12 inhib
C#CCCOC(=O)N1C2=NC(C(=O)OC)=C(C(=O)OC)[C@@H]3N(CC#CC)c4ccccc4[C@]23C[C@H]1C(=O)OC	0%[11.4 µM]
COc1ccc(-c2nc3c(c4c2C[C@H](c2ccccc2)OC4)CN(C(=O)Nc2cccc(C#N)c2)CC3)c(C)c1	-4%[11.4 µM]
CC(C)[C@@H](CC(=O)N[C@@H]1CCCC[C@H]1C(=O)N[C@H](CC(=O)N[C@@H](CCC(=O)O)CC(=O)O)Cc1c[nH]c2ccccc12)NC(=O)C[C@H](Cc1ccccc1)NC(=O)[C@@H]1CNCC[C@H]1N	-1%
CC(C)C[C@@H](CC(=O)N[C@@H](CCC(=O)O)CC(=O)O)NC(=O)[C@@H]1CCCC[C@H]1NC(=O)C[C@H](CCCN)NC(=O)C[C@H](Cc1c[nH]c2ccccc12)NC(=O)[C@@H]1CCCC[C@H]1N	1%
CCCCC1=CC2=C(c3ccco3)C(=O)C(C)(OC(=O)c3ccc(OC)cc3)C(=O)C2=CN1CCc1c[nH]c2ccccc12 (stereo unspecified)	0%[11.4 µM]
O=C(NCCN1CCCCC1)c1ccc(-n2c(=O)c(=O)[nH]c3ccccc32)cc1	-6%
COC/C=C/C1=CC2=CC(=O)C(C)(OC(=O)CCc3ccccc3)C(=O)C2=CO1 (stereo unspecified)	7%
COc1cccc(C2NC(=O)NC(C)=C2C(=O)OCCSC)c1OC (stereo unspecified)	-4%

Some of the entries above, set out differently:
canonical_smiles | ALOX12 inhib
C#CCCOC(=O)N1C2=NC(C(=O)OC)=C(C(=O)OC)[C@@H]3N(CC#CC)c4ccccc4[C@]23C[C@H]1C(=O)OC | 0%[11.4 µM]
COc1ccc(-c2nc3c(c4c2C[C@H](c2ccccc2)OC4)CN(C(=O)Nc2cccc(C#N)c2)CC3)c(C)c1 | -4%[11.4 µM]
